High-throughput results from PubChem BioAssay.
RXFP1 antagonist – qHTS Assay for Antagonists of the Relaxin Receptor RXFP1 | Relaxin receptor 1 (Homo sapiens), Q9HBX9 | AID 1259400, 2018 | HEK293-RXFP1, relaxin-stimulated cAMP HTRF, 30 min; stronger effect = lower value | hit rate 0.59% among 350,000 | activity change, negative = inhibition, % at 57.5 µM;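 active = activity change of -60% or lower, but not beyond a set lower limit; inconclusive = change between -60% and -40%, or beyond the set limit; inactive = change above -40%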; note: % is set by controls: 0 for no effect and ±100 for the full control effect
Target sequence (Q9HBX9 whole entry, looked up): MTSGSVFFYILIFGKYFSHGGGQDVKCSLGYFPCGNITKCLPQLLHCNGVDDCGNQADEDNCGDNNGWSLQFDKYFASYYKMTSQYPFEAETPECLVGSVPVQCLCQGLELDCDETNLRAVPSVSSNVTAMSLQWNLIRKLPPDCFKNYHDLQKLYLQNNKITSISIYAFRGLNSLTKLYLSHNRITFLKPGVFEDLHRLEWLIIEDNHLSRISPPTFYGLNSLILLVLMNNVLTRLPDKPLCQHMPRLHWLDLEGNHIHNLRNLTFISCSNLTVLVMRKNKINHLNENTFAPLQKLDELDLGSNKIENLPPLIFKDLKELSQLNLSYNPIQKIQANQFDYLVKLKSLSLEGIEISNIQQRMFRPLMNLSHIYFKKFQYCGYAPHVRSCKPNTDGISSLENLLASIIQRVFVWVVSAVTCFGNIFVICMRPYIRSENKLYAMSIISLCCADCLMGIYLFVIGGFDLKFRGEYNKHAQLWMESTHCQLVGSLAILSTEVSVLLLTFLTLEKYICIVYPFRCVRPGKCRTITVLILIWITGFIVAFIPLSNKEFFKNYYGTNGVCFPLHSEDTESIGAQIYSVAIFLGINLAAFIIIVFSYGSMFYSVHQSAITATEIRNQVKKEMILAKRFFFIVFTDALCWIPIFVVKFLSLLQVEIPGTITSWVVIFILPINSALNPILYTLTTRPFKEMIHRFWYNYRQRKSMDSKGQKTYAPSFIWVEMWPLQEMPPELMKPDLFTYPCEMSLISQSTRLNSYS
D1 antag – Antagonist of Human D 1 Dopamine Receptor: qHTS | D(1A) dopamine receptor (Homo sapiens), P21728 | HEK293 TREx D1 cells, calcium flux, dopamine EC80; stronger effect = lower value | activity change, negative = inhibition, % at 10 µM | hit rate 3.2% among 360,000 | AID 504652, 2011; in the data active = activity change below about -30%; note: % is set by controls: 0 for no effect and ±100 for the full control effect
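Compound effects on dopamine-evoked calcium signalling were measured in tetracycline-induced HEK293 Trex D1 cells. Dopamine at EC80 followed a 180 s compound pre-read, and fluorescence was tracked kinetically for 180 s more.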
D1 potentiator – Potentiators of Human D1 Dopamine Receptor: qHTS. D(1A) dopamine receptor (Homo sapiens), P21728. HEK293 TREx D1 cells, calcium flux, dopamine EC20 potentiation. potentiation, % at 10 µM. hit rate 0.036% among 360,000. AID 504651, 2011; in the data active = potentiation above about 30%; note: 0% is about no effect
D1 ag – Allosteric Agonists of the Human D1 Dopamine Receptor: qHTS. D(1A) dopamine receptor (Homo sapiens), P21728. hit rate 1% among 360,000. HEK293 T-REx D1 cells, calcium flux, agonist mode. activation, % at 2 µM; in the data active = activation above about 30%; note: 0% is about no effect
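Agonism was scored from calcium flux recorded over 180 s (1 read/s) after pintool compound addition, following a 10-cycle baseline. Cells were inducible force-coupled HEK293 TREx D1, plated overnight at 30 C and loaded with no-wash calcium dye.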
D2 potentiator – HTS Assay for Positive Allosteric Modulators of the Human D2 Dopamine Receptor: Primary Screen for Potentiators | D(2) dopamine receptor (Homo sapiens), P14416 | HEK293 T-REx D2, calcium flux, EC20 dopamine potentiation | potentiation, % at 10 µM | hit rate 0.34% among 340,000 | AID 485347, 2010;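 active = potentiation over 3 SD above the plate norm, cut at about 30% in these data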; note: 0% is about no effect
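Potentiation of an EC20 dopamine calcium response is measured in a force-coupled, tetracycline-inducible Hek293 Trex D2 line. Compound-only kinetic reads over 180 s flag agonists before dopamine addition.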
GRP78 ERSR act – qHTS for Inducers of the Endoplasmic Reticulum Stress Response (ERSR) in Human Glioma: qHTS. Potency, µM, inactives show at the highest dose activation, usual class: activators. U87-MG GRP78 promoter luciferase reporter, 16 h. hit rate 0.02% among 420,000. AID 602332, 2012; note: potency is the fitted concentration of half-maximal effect; series mostly up to about 76 µM; % of control where 0% means no effect; nearly all actives have a fitted effect of over 35% in size
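Stably transfected U87-MG glioma cells carrying a GRP78-based luciferase sensor; 16 h compound incubation. Luminescence end-point read 10 min after Bright-Glo addition at room temperature.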
Vif-A3G inh – qHTS for Inhibitors of Vif-A3G Interactions: qHTS; hit rate 0.076% among 410,000; HeLa A3G-eYFP + Vif (tagged APOBEC3G with the HIV-1 protein that degrades it), YFP fluorescence, overnight; Potency, µM (series often up to 46.1 µM), for the others: at the highest dose activity, negative = active, most hits filed as inhibitors; DNA dC->dU-editing enzyme APOBEC-3G (Homo sapiens), Q9HC16;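 note: potency is the fitted concentration of half-maximal effect; % is set by controls: 0 for no effect and ±100 for the full control effect; nearly all actives have a fitted effect of over 60% in size; hits raise eYFP signal because A3G escapes Vif-driven loss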
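HeLa cells stably expressing Vif and C-terminally eYFP-tagged A3G, seeded overnight at 37 deg C, then exposed to compound by pintool overnight at 37 deg C. Rise in yellow fluorescence (Ex 488/Em 500-530, Acumen) marks blocked Vif-driven A3G degradation.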
RXFP1 ag – qHTS Assay for Agonists of the Relaxin Receptor RXFP1. Relaxin receptor 1 (Homo sapiens), Q9HBX9. HEK293T-RXFP1 cAMP TR-FRET, 30 min; response scale: percent of porcine relaxin response, buffer zero. Potency, µM (titrated, usually from 57.5 µM), inactives show top-dose activation, hits mostly activators. hit rate 0.3% among 370,000. AID 2676, 2010; note: potency is the fitted concentration of half-maximal effect; % is set by controls: 0 for no effect and ±100 for the full control effect; nearly all actives have a fitted effect of over 60% in size; many of its hits are not listed in these tables
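Agonist response is measured as cAMP accumulation in an RXFP1-transfected HEK293T line under PDE4 inhibition. Values are scaled between buffer-only and 29 nM porcine relaxin, and EC50s come from standard Hill equation fits.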
Vif-A3F inh – qHTS for Inhibitors of Vif-A3F Interactions: qHTS; HeLa A3F-eYFP + Vif (tagged APOBEC3F with the HIV-1 protein that degrades it), YFP fluorescence increase; Potency, µM (series often up to 46.1 µM), without a hit: top-dose activity, negative = active; hit rate 0.2% among 390,000; note: potency is the fitted concentration of half-maximal effect; % of control where 0% means no effect; nearly all actives have a fitted effect of over 65% in size
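HeLa cells stably expressing Vif plus C-terminally eYFP-tagged A3F were seeded, incubated overnight at 37 deg C, dosed with compound, incubated overnight again at 37 deg C. Yellow fluorescence (Ex 488/Em 500-530) reported blocked Vif-mediated A3F-eYFP degradation.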
Numbers without * were called inactive; ? = inconclusive; . = no result given. Unless noted, calls come from the whole dose curve; as a rule, active = well fitted curve in the direction sought with a large enough effect; inconclusive = small, poorly fitted or top-dose-only effect, or another doubt; inactive = no such curve, though single readings can be large; an effect the other way counts as inactive or inconclusive. Not all compounds are listed; rates above refer to the full screens.

1. N#Cc1cccc2cnccc12
2. Cc1ccsc1C(=O)OCC(=O)Nc1ccc(Cl)cc1C(F)(F)F
3. CN1CCN(CCC(=O)Nc2ccc(Cl)cc2)CC1
4. CCNc1ccccc(-c2ccc3ccccc3n2)c1=O
5. CN(C)C(=O)Cn1c(=O)n(S(=O)(=O)c2ccccc2)c2ccccc21
6. Cn1nnnc1SCC(=O)NCCCc1ccccc1
7. CCOC(=O)c1cc2c(ccn2C)n1Cc1ccc(Cl)cc1
8. Cc1ccccc1OCCC(=O)N1CCN(S(=O)(=O)c2ccccc2F)CC1
9. Cc1cc(=O)[nH]c(SCC(=O)N2CCC(Cc3ccccc3)CC2)n1
10. Cc1ccc(OCc2n[nH]c(=S)n2-c2ccccc2)cc1

Compound | 1 | 2 | 3 | 4 | 5 | 6 | 7 | 8 | 9 | 10
RXFP1 antagonist | -2 | -6 | . | . | 12 | 4 | -6 | -1 | 4 | -11
D1 antag | -8 | 8 | -3 | -1 | -21 | -25 | -26 | 7 | 13 | -6
D1 potentiator | -6 | -4 | -2 | -3 | -6 | -14 | -4 | 1 | -5 | -3
D1 ag | 1 | 3 | -1 | 9 | 1 | 1 | 2 | 2 | 2 | 2
D2 potentiator | 10 | -9 | -1 | -2 | 16 | -4 | -3 | 1 | -7 | -8
GRP78 ERSR act | -5% | 2% | -1% | 1% | -2% | -1% | 1% | 0% | 3% | 1%
Vif-A3G inh | 0% | 1% | -3% | 1% | -1% | 3% | 0% | 2% | -3% | 4%
RXFP1 ag | -0.2% | 0.7% | -2.0% | 1.6% | -0.4% | -0.4% | -1.3% | -5.6% | 0.9% | 0.7%
Vif-A3F inh | -4% | -7% | 2% | 6% | 8% | -5% | 0% | 0% | -1% | -9%

11. CCOC(=O)c1sc2nc(NC(=O)COc3ccccc3)sc2c1C
12. Cc1cc2c(c(=O)o1)C1(C(=O)N(CC(=O)O)c3ccccc31)C(C#N)=C(N)O2 (stereo not given)
13. COc1ccc(C)cc1S(=O)(=O)NCCc1ccccc1
14. CC(=O)c1c(COC(=O)c2ccc(Cl)cc2)nc2ccccc2[n+]1[O-]
15. Cc1ccc(C)c(S(=O)(=O)Nc2ccc3sc(C)nc3c2)c1
16. O=C(Nc1nnc(-c2cccs2)o1)c1ccc(S(=O)(=O)N2CCOCC2)cc1
17. CCCc1cc(=O)[nH]c2nnc(SCC(=O)Nc3ccc4c(c3)OCCO4)n12
18. O=C(COc1ccc(Cl)cc1)NCCCNC(=O)c1ccccn1
19. CCOC(NC(=O)c1ccccc1)C(NC(=O)c1ccccc1)OCC (stereo not given)
20. Cc1ccc(CNC(=O)c2cc3c(=O)n4cccc(C)c4nc3s2)cc1

Compound | 11 | 12 | 13 | 14 | 15 | 16 | 17 | 18 | 19 | 20
RXFP1 antagonist | -2 | 8 | 2 | -3 | -8 | ? | 0 | -23 | 7 | -4
D1 antag | -1 | 6 | . | -8 | -1 | 3 | 4 | -3 | -2 | -7
D1 potentiator | -3 | 0 | -2 | 4 | -9 | 3 | -5 | 10 | 1 | 1
D1 ag | 3 | 3 | -1 | 4 | 4 | 3 | 2 | 0 | 1 | 1
D2 potentiator | 3 | . | -12 | -6 | -12 | 2 | 0 | 0 | -7 | 26
GRP78 ERSR act | -3% | -6% | -6% | -3% | -7% | 3% | -3% | -2% | -2% | .
Vif-A3G inh | 2% | -2% | 2% | -5% | -13% | -3% | 1% | -6% | 2% | .
RXFP1 ag | 17% | -1.2% | -0.3% | -0.4% | 2.1% | 0.7% | -1.1% | -0.2% | 0.6% | 0.2%
Vif-A3F inh | -6% | . | -15% | -12% | 6% | 2% | -15% | 6% | -6% | .

21. Brc1ccc(-c2nc(N3CCN(c4ccccc4)CC3)c3ccccc3n2)cc1
22. CC(O)Cc1cn(CC(=O)N2CCN(C(=O)OC(C)(C)C)CC2)nn1 (stereo not given)
23. COc1cccc(C(=O)NN2CC(O)=C(c3nc4ccccc4n3C)C2=N)c1
24. CC(=O)c1c(C)n(-c2ccccc2Br)c2ccc(O)cc12
25. CCOc1cc(-n2cnnn2)c(OCC)cc1NC(=O)c1cnccn1
26. O=C(CN1C(=O)c2ccccc2C1=O)Nc1nnc(C2CCCO2)s1 (stereo not given)
27. Cc1ccc(OCCC(=O)NNC(=O)c2ccncc2)cc1
28. O=C(CC1Nc2ccccc2NC1=O)Nc1ccc2c(c1)OCO2 (stereo not given)
29. O=C(Nc1nnc(Cc2ccc(Cl)cc2)s1)c1cccs1
30. Cc1cc(=O)[nH]c(-c2cccnc2)n1

Compound | 21 | 22 | 23 | 24 | 25 | 26 | 27 | 28 | 29 | 30
RXFP1 antagonist | 6 | . | . | -5 | -12 | -2 | -1 | -13 | -14 | -12
D1 antag | -19 | 4 | -12 | -10 | -8 | 4 | . | 11 | 1 | 5
D1 potentiator | -2 | -4 | -1 | 13 | -3 | -2 | . | -4 | -2 | 3
D1 ag | -3 | 5 | 0 | 1 | 1 | 6 | . | 6 | 4 | 2
D2 potentiator | 11 | 15 | 6 | -3 | 11 | -3 | . | 1 | -1 | -4
GRP78 ERSR act | -5% | -1% | . | -3% | -4% | -3% | -5% | -4% | 0% | -2%
Vif-A3G inh | 0% | 4% | . | -24% | 2% | -4% | 4% | 0% | 0% | -1%
RXFP1 ag | 1.1% | -1.8% | 0.8% | 0.5% | -0.1% | -0.4% | . | -1.0% | 13% | 1.2%
Vif-A3F inh | 11% | -6% | . | 1% | -10% | 0% | 3% | 0% | 5% | -7%

31. O=C(NCc1cccc(F)c1)C1CCC(=O)N(C2CCCC2)C1 (stereo not given)
32. CCOC(=O)C(NC(=O)c1ccc(OC)cc1)(OCC1(CC)COC1)C(F)(F)F (stereo not given)
33. COC(=O)c1cc(-c2ccc(OC)c(OC)c2)n[nH]1
34. CCOC(=O)Cc1c[nH]c2ccc([N+](=O)[O-])cc12
35. C[C@@H]1NC(=O)c2cc([N+](=O)[O-])cc(F)c2NCCC[C@@H](C(N)=O)NC(=O)[C@H](CC(N)=O)NC1=O
36. CC(C)c1cc(C(=O)NC2CCCCCC2)c2ccccc2n1
37. CCSc1nnc(NC(=O)CSc2nnc(-c3c[nH]c4ccccc34)n2C)s1
38. COc1ccc(-c2nnc(SCC(=O)NC3CC3)o2)c(OC)c1
39. COc1ccc(N2CCN(C(=O)COC(=O)CCOc3ccc(C(C)(C)C)cc3)CC2)cc1
40. Cc1ccc(CCNC(=O)c2cc3c(=O)oc4ccccc4c3s2)cc1

Compound | 31 | 32 | 33 | 34 | 35 | 36 | 37 | 38 | 39 | 40
RXFP1 antagonist | 25 | -2 | -11 | 12 | . | 6 | -1 | -7 | -14 | .
D1 antag | -26 | -7 | 6 | . | 3 | . | 5 | -3 | -5 | -9
D1 potentiator | -10 | -8 | 5 | . | -4 | . | . | -3 | 2 | 0
D1 ag | 1 | 2 | 1 | . | -3 | . | 1 | 2 | 8 | 0
D2 potentiator | -9 | 2 | -1 | . | 4 | . | -2 | -6 | 3 | 17
GRP78 ERSR act | -3% | -3% | 7% | -1% | -3% | -3% | -5% | 1% | -5% | -1%
Vif-A3G inh | -2% | 4% | -10% | -5% | 0% | 0% | -11% | -4% | 1% | -5%
RXFP1 ag | -1.5% | -0.7% | 0.0% | . | -0.7% | . | 0.0% | 0.6% | -0.2% | 1.0%
Vif-A3F inh | 1% | 5% | -3% | -2% | -3% | -9% | 0% | 5% | 1% | -1%

41. O=C(O)c1cccc(S(=O)(=O)N(Cc2ccccc2)c2ccccc2Cl)c1
42. CCOC(=O)c1ccc(N2CN(CC)CNC2=S)cc1
43. CC(=O)c1ccc(NC(=O)C2CCCN(S(=O)(=O)c3cn(C)cn3)C2)cc1 (stereo not given)
44. CCOc1ccc(-c2cc(C(=O)NCCCN3CCCC3)c3ccccc3n2)cc1
45. COc1cccc(NS(=O)(=O)c2ccc3c(c2)CCCN3C(C)=O)c1
46. Cc1scc(CN2CCN(c3ccc(F)cc3)CC2)c1C
47. Cc1cccc(NCc2nnc3n2CCCCC3)c1C
48. CCOc1cc2[nH]c(=O)n(CCC(=O)N3CCN(c4cccc(Cl)c4)CC3)c(=O)c2cc1OCC
49. NC(=O)COc1ccc(-c2noc(COc3ccc(Cl)cc3)n2)cc1
50. CSc1ccc(CCNC(=O)C2CCN(c3nnc(-n4cccc4)s3)CC2)cc1
51. CC1CN(Cc2cc(=O)oc3cc(O)c(Cl)cc23)CC(C)O1 (stereo not given)

Compound | 41 | 42 | 43 | 44 | 45 | 46 | 47 | 48 | 49 | 50 | 51
RXFP1 antagonist | 0 | 2 | -8 | -5 | 20 | -35 | . | 2 | -10 | . | -15
D1 antag | -4 | 2 | 3 | 1 | -8 | -30 | 14 | 1 | 24 | 11 | 8
D1 potentiator | -2 | -2 | -1 | -3 | -1 | -6 | -2 | -2 | 0 | . | 0
D1 ag | 3 | 3 | 0 | 1 | 4 | 0 | 1 | 0 | 0 | 5 | 1
D2 potentiator | -11 | . | 1 | -6 | 7 | -23 | -12 | 4 | 3 | -13 | -1
GRP78 ERSR act | -2% | 1% | -3% | ? | -2% | -1% | -3% | -2% | 0% | -4% | -3%
Vif-A3G inh | -6% | -1% | 5% | 0% | -4% | -2% | 0% | -7% | 5% | 2% | -11%
RXFP1 ag | 0.6% | 1.2% | 2.0% | 9.1% | 2.3% | 2.4% | 1.9% | 4.7% | 3.8% | 0.2% | 6.9%
Vif-A3F inh | -2% | -3% | 1% | -8% | 1% | 1% | -2% | 1% | 1% | 3% | 0%
